Screening data as filed in PubChem.
Rv3671c inh – inhibitors of M. tuberculosis serine protease Rv3671c; 320,000 compounds, 0.048% hits; inhibition, % at 5.96 µM; in the data active means inhibition above about 38%;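 further: extracellular domain of Rv3671c used as enzyme; 0% = enzyme with DMSO and 100% = no enzyme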
Target sequence (P9WHR9 whole entry, looked up, the tested form may be a part): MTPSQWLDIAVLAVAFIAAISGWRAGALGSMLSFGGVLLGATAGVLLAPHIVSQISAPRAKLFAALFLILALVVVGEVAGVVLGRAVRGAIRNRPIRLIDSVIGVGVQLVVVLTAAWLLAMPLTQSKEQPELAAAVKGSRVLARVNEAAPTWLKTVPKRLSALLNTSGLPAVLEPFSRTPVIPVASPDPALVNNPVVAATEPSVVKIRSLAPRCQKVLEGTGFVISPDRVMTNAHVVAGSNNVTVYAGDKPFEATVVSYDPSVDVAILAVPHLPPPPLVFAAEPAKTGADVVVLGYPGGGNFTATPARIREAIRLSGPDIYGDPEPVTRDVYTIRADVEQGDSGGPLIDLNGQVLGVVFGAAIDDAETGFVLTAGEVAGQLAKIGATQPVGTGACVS
BoNT F protease – inhibitors of Botulinum neurotoxin F light chain protease; 360,000 compounds, 0.22% hits; inhibition, % at 10 µM; Multiplex microsphere protease cleavage assay, flow cytometry; in the data active means inhibition above about 35%, passing the limit was not always enough; inconclusive means no clear call, values can overlap the other calls; further: plate controls were buffer without enzyme for full effect and enzyme alone for no effect
Mtb BioA inh – blocks M. tuberculosis BioA enzyme activity. purified M. tuberculosis BioA enzyme, plate reader. inhibition, % at 9.99 µM. 360,000 compounds, 0.096% hits; in the data active means inhibition above about 40%; inconclusive means no clear call, values can overlap the other calls
FadD28 FP inh – inhibitors of Mycobacterium tuberculosis FadD28 bisubstrate binding; FadD28 bisubstrate probe binding, fluorescence polarization; 360,000 compounds, 0.22% hits; inhibition, % at 12.5 µM; in the data active means inhibition above about 8.5%, passing the limit was not always enough; inconclusive means no clear call, values can overlap the other calls
PrPC TRFRET – cell surface PrPC inhibition, primary TR-FRET screen. P04156. TR-FRET read-out. inhibition, % at 13.8 µM. 370,000 compounds, 0.43% hits. AID 720596; in the data active means inhibition above about 24%; further: 0% = median of the test wells and 100% = reference compound wells
GDH-TPI inh – inhibits GDH-TPI coupling enzymes, artifact for Mtb FBA screen. GDH-TPI coupled enzyme counterscreen, NADH absorbance. AID 588335. 360,000 compounds, 1.2% hits. inhibition, % at 4.8 µM; in the data active means inhibition above about 30%;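 further: 0% = DMSO wells and 100% = wells lacking the enzyme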
MazEF act – MazEF (E. coli) toxin RNase activation | activation, % at 20 µM | FAM/BHQ RNA-DNA oligo cleavage fluorescence, 5 h | 350,000 compounds, 0.32% hits | P0AE70 | AID 504720; in the data active means activation above about 50%
Target sequence (P0AE70 whole entry, looked up): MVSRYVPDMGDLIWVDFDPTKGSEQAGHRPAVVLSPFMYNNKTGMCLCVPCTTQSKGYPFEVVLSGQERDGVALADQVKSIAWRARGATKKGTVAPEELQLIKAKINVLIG
Mtb FBA inh – inhibitors of M. tuberculosis fructose-bisphosphate aldolase | 360,000 compounds, 2.3% hits | inhibition, % at 1 µM | purified M. tuberculosis FBA, fluorescence read-out | P9WQA3; in the data active means inhibition above about 27%;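 further: 0% = vehicle and 100% = reference inhibitor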
Mtb UGM inh – blocks M. tuberculosis UGM enzyme | purified UGM, fluorescence polarization probe displacement | inhibition, % at 10 µM | 320,000 compounds, 0.06% hits; in the data active means inhibition above about 10%, passing the limit was not always enough; inconclusive means no clear call, values can overlap the other calls
Target sequence (P9WIQ1 whole entry, looked up): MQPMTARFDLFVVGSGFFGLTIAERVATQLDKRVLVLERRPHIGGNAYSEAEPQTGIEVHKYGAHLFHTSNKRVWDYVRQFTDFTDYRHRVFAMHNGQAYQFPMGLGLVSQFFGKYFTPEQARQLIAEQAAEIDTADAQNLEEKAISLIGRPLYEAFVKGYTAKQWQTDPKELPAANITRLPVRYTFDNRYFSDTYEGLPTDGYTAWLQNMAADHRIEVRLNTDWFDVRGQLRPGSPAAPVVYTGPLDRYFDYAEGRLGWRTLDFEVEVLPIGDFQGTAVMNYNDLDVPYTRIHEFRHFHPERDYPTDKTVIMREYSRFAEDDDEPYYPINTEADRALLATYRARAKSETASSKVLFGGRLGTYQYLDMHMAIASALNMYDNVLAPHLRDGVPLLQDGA
The depositor's hits bear a star; u = inconclusive; x = no result given.

SMILES	Rv3671c inh	BoNT F protease	Mtb BioA inh	FadD28 FP inh	PrPC TRFRET	GDH-TPI inh	MazEF act	Mtb FBA inh	Mtb UGM inh
CN1CCN(c2nc(-c3ccccc3)nc3c2oc2ccccc23)CC1	-7.8	-0.4	0.8	-0.4	1.2	6.9	19.8	2.3	1.0
CC(C)c1ccc(/C=C2\SC(=O)N(CC(=O)NC3C=CS(=O)(=O)C3)C2=O)cc1 (stereo not given)	-9.4	8.2	-2.0	-3.0	-7.8	21.3	6.9	-2.5	0.1
Cc1nc2ccccc2n1C1CCN(CC(=O)Nc2ccccc2Br)CC1	-3.2	-7.2	x	-1.9	0.5	3.6	3.7	1.3	-0.2
CC1CCCN(CCOCCOc2ccccc2-c2ccccc2)C1 (stereo not given)	11.1	19.2	0.2	-1.5	5.4	0.8	7.7	1.8	0.3
Cc1c(C(=O)N2CCN(C(=O)c3ccccc3)CC2)oc2ccc(F)cc12	3.9	2.5	-2.2	-3.5	-1.0	1.4	6.7	-0.2	x
COc1ccc(C/C(O)=C(\C#N)c2nc3ccccc3[nH]2)cc1OC	0.5	-19.7	-0.4	0.8	-5.0	23.4	2.5	-2.2	-1.3
O=C(c1ccco1)N1CCN(C(=O)c2sccc2-c2ccccc2)CC1	-3.9	-1.8	-0.2	-2.8	6.2	2.4	-1.7	-0.7	0.3
CCOC(=O)C1=C(N)OC2=C(C(=O)CCC2)C12C(=O)N(C)c1ccccc12 (stereo not given)	-3.0	u	x	-2.5	-7.6	-4.2	-4.2	1.0	2.1
COc1cc2[nH]c(=S)n(-c3ccccc3)c(=O)c2cc1OC	-2.4	-6.8	-0.8	-5.5	7.0	8.3	6.1	-1.0	-0.1
S=C(Nc1cccc(Cl)c1Cl)NC1CCN(Cc2ccccc2)CC1	x	-2.3	-0.1	-4.2	-10.1	-5.6	-9.2	0.5	-3.9
COc1ccc(/C=C/C(=O)Nc2ccccc2C(F)(F)F)cc1	4.5	-11.6	x	-1.6	-5.6	9.6	-5.7	-0.2	-1.2
Cc1nc(Cc2nnc(SC(C)C(=O)N3c4ccccc4NC(=O)C3(C)C)o2)cs1 (stereo not given)	3.5	2.6	0.0	x	8.8	-3.5	4.3	0.1	-0.2
O=C(Nc1cccnc1)c1ccc(S(=O)(=O)N2CCCCCC2)cc1	-2.4	-11.7	x	-3.7	5.5	12.4	-5.8	-0.9	4.2
Cc1c(NS(=O)(=O)c2ccc(Cl)c(C(=O)OC(C)C(=O)N3CCOCC3)c2)c(=O)n(-c2ccccc2)n1C (stereo not given)	-3.4	7.0	-3.3	0.2	-0.7	4.4	7.3	2.9	0.8
CCC(=O)NC1=C(Cl)C(=O)C(NC(=O)CC)=C(Cl)C1=O	x	13.2	-1.8	-0.6	-12.6	13.2	-6.3	-0.7	x
COc1ccc(C(=O)OCC(=O)c2cc(OC)ccc2OC)c(OC)c1	-3.1	-7.2	0.2	-2.4	0.8	-7.6	-0.9	1.4	-1.1
Nc1cc(=O)[nH]c(SCc2nnc(-c3ccccc3)o2)n1	-4.0	-4.5	0.2	-3.9	-1.1	4.1	4.4	5.2	-0.9
COc1cccc(CNC(=O)c2ccc(C)c(S(=O)(=O)N3CCOCC3)c2)c1	-2.1	u	0.5	0.3	7.7	6.5	0.4	4.0	-4.1
O=S(=O)(c1ccc(Cl)cc1)N1CCC(O)(c2cccnc2)CC1	-1.1	-5.8	1.6	-1.9	-3.0	14.2	-2.4	2.0	-1.4
COc1ccc(C(=O)OCC(=O)N2CCOCC2)cc1S(=O)(=O)N1CCOCC1	2.6	0.5	0.1	-2.8	0.2	-20.7	5.1	0.3	0.1
COc1ccc(N2CCN(c3ccc(Cl)nn3)CC2)cc1	7.1	-8.1	x	-4.0	-7.0	2.0	0.7	-2.0	-2.2
COC(=O)c1[nH]c2cc(OC)c(OC)cc2c1NC(=O)c1cccc(OC)c1	-2.2	-17.4	-0.8	2.0	-3.2	31.8*	9.6	-2.1	-2.6
CCOc1ccc(CN2CCCC(N3CCN(c4ccc(OC)cc4)CC3)C2)cc1 (stereo not given)	7.0	-10.2	2.0	-4.2	-5.5	-4.5	0.1	0.0	2.1
N/C(=N\c1nc2c(c(=O)[nH]1)CCC2)Nc1ccccc1	3.1	-2.1	x	0.8	-3.3	-3.9	0.0	-0.4	3.1
CC(NC(=O)COC(=O)CCc1ccc(S(=O)(=O)N2CCOCC2)cc1)C1CC2CCC1C2 (stereo not given)	-8.8	2.3	x	-1.0	5.6	7.1	0.1	1.7	1.9
Cc1nc(/C=[N+](\[O-])C(C)(C)/C=N/O)n(O)c1C	-2.0	-7.8	-1.2	-2.4	-6.2	30.9*	9.6	-2.2	-1.1
Cc1ccc(C)c(S(=O)(=O)NC(CCC(N)=O)C(=O)O)c1 (stereo not given)	-5.9	-5.5	-1.2	-1.3	1.2	-0.3	-8.2	2.2	3.3
O=C1NC(SCCCF)=N/C1=C/c1ccc(-n2cncn2)cc1	-6.3	9.1	x	-1.4	-9.6	10.6	4.1	-2.6	-0.9
CCOCc1cc(C2NC(=O)NC(C)=C2C(=O)OCC)ccc1OC (stereo not given)	2.1	1.8	-0.6	-3.1	10.5	-1.7	0.1	1.0	0.1
CC(=O)Nc1ccc(NC(=O)C2CCCCC2C(=O)O)cc1 (stereo not given)	4.3	-9.6	x	0.2	2.2	4.0	3.2	2.6	1.5

Four records drawn at random from those above, as already listed:
SMILES	Rv3671c inh	BoNT F protease	Mtb BioA inh	FadD28 FP inh	PrPC TRFRET	GDH-TPI inh	MazEF act	Mtb FBA inh	Mtb UGM inh
COc1ccc(C(=O)OCC(=O)N2CCOCC2)cc1S(=O)(=O)N1CCOCC1	2.6	0.5	0.1	-2.8	0.2	-20.7	5.1	0.3	0.1
COc1ccc(N2CCN(c3ccc(Cl)nn3)CC2)cc1	7.1	-8.1	x	-4.0	-7.0	2.0	0.7	-2.0	-2.2
COc1cc2[nH]c(=S)n(-c3ccccc3)c(=O)c2cc1OC	-2.4	-6.8	-0.8	-5.5	7.0	8.3	6.1	-1.0	-0.1
Cc1nc2ccccc2n1C1CCN(CC(=O)Nc2ccccc2Br)CC1	-3.2	-7.2	x	-1.9	0.5	3.6	3.7	1.3	-0.2

(continued)
SMILES	Rv3671c inh	BoNT F protease	Mtb BioA inh	FadD28 FP inh	PrPC TRFRET	GDH-TPI inh	MazEF act	Mtb FBA inh	Mtb UGM inh
CCOc1ccc(CCNC(=O)COC(=O)COc2ccc(Cl)cc2)cc1OCC	-9.9	2.8	x	-0.4	-4.9	5.7	1.6	3.6	1.6
CCOC(=O)N1CCC(NC(=O)c2cc3c(-c4ccc(Cl)cc4)nn(C)c3s2)CC1	4.5	-4.4	-0.6	-0.7	0.1	-10.1	5.7	1.6	x
O=C(NCc1ccc(N2CCCC2=O)cc1)c1cn(CCc2ccccc2)nn1	-9.3	1.2	-0.7	-1.5	-4.9	2.0	0.3	-4.0	-0.6
CCOc1ccc(-c2nc(-c3ccccc3)no2)cc1OCC	-8.7	0.4	0.1	-1.0	-1.0	-7.2	-11.8	0.9	5.7
COc1ccc(-c2noc(CCC(=O)NCC3CCCO3)n2)cc1OC (stereo not given)	-2.9	-2.5	-1.9	-2.9	-1.7	5.2	10.2	-2.9	-0.1
CCN(CC)C(=O)Cn1c(=O)n(CCCC(=O)NCc2ccccc2)c(=O)c2sccc21	8.1	0.0	x	-3.2	3.4	-6.9	-3.5	-3.7	0.7
CCCCCCCC1(C)NC(=O)NC1=O (stereo not given)	0.7	-3.4	0.8	-2.2	2.5	-11.1	1.3	3.4	3.1
CC(C)(C)OC(=O)C[C@@H]1C/C=C\C[C@@H](CC(=O)N[C@H](CO)Cc2ccccc2)C(=O)NC[C@@H](c2ccccc2)OC1=O	8.3	-6.2	-2.6	-0.2	-5.7	-10.4	0.4	-1.2	-0.6
Cc1ccc(CNC(=O)c2ccc(NS(=O)(=O)c3c(C)noc3C)cc2)cc1	1.5	-7.3	0.2	0.1	7.4	8.4	7.2	0.7	-1.7
Cc1ccc(NC(=O)CCCN2C(=O)C(c3ccccc3)Oc3cccnc32)c(C)c1 (stereo not given)	x	2.5	0.4	-1.1	5.2	7.1	1.2	-2.8	x
O=C(NCCN1CCN(c2ccccc2F)CC1)c1cccn2c(=O)c3ccccc3nc12	-1.4	-11.9	-1.5	u	-9.6	0.3	-9.8	2.8	-0.6
COc1ccc(/C=N/N2CCOCC2)cc1COc1ccc(Cl)cc1	-5.5	13.8	x	-1.5	3.9	8.6	-5.6	4.0	3.7
CC(c1cccs1)N(C(=O)Nc1ccccc1)C1CCCCC1 (stereo not given)	-4.0	3.1	-6.0	-0.8	4.0	8.7	-6.0	-1.1	-2.2
O=C(Nc1ccc(NC(=S)NC(=O)c2cccs2)cc1)c1ccco1	-8.1	-15.6	-3.0	-1.1	-0.2	15.8	32.4	-3.8	2.0
Cn1cc([N+](=O)[O-])c(C(=O)Nc2ccc(-c3nc4ccccc4o3)cc2)n1	-7.6	5.0	x	-1.3	5.3	21.9	-28.6	4.7	1.1
O=C(CCl)c1ccc2c(c1)CCN2C(=O)C1CCCCC1	3.4	-6.9	x	-2.2	-7.7	4.9	-10.0	6.9	0.3
O=C(CN1CCCCC1)Nc1ccc(S(=O)(=O)N2CCOCC2)cc1	-4.3	-28.8	-1.1	-0.9	-1.2	7.4	4.0	-0.9	4.8
CCOC(=O)C1(C)CCCCCN1C(=O)c1ccc(OC)c(C(F)(F)F)c1 (stereo not given)	x	2.0	0.6	-1.7	2.5	3.6	x	-2.3	x
CCC(=O)Nc1ccc(S(=O)(=O)NCCc2ccccc2)cc1	-1.4	x	-0.1	-1.4	0.2	1.0	-0.1	-0.4	-1.8
CCNc1nc(NC(C)C)nc(N(n2cnnc2)S(=O)(=O)c2ccc(C)cc2)n1	-9.0	8.7	x	0.3	-4.6	10.7	-4.0	3.8	-3.2
CC(=O)Nc1ccc2nc(SCC(=O)N3CCOCC3)sc2c1	2.1	0.6	x	-0.1	4.4	-3.2	1.3	5.9	-3.0
O=C(c1ccccc1F)N1CCN(c2ccccc2F)CC1	-0.4	19.4	-0.4	-0.2	-0.8	1.4	9.3	-2.0	-0.8
COc1ccc(-n2nnnc2C(c2cccc3ccccc23)N2CCC3(CC2)C(=O)NCN3c2ccccc2)cc1 (stereo not given)	x	-12.5	-1.1	-1.7	2.5	x	x	-2.1	x
O=C1c2ccccc2NC(c2ccco2)N1/N=C/c1ccco1 (stereo not given)	-12.5	-0.8	2.5	-0.5	1.8	14.4	15.9	2.0	-1.6
CSCC[C@H](NC(=O)OC(C)(C)C)C(=O)N/N=C/c1ccc2nccnc2c1	-2.9	u	1.2	0.8	-14.4	12.4	0.5	-2.4	-1.2
Cc1cc(C)cc(OCCCn2ccnc2)c1	4.6	6.0	-1.6	-0.2	2.5	4.6	3.5	6.2	0.0
COc1ccc(-c2cc(C(=O)Nc3cc(C)on3)no2)cc1OC	-7.4	-15.9	x	-2.0	2.8	2.0	-6.6	1.5	1.0
Cc1cc(C)cc(NC(=S)N2CCC(NC(=O)c3ccccc3C)CC2)c1	-2.7	0.2	x	-1.4	-13.3	-3.2	6.9	3.0	-1.1
Cc1ccccc1-n1c(O)c(/C=N/N2CCCCC2c2cccnc2)c(=O)[nH]c1=O (stereo not given)	-7.8	1.4	x	-0.8	-3.7	7.2	-0.7	-3.9	1.5
Cc1ccc(-c2nn(CCC#N)cc2C(=O)O)cc1C	-6.0	-8.9	x	-1.2	-1.3	8.7	-14.3	-3.4	1.1
Cc1ccc(S(=O)(=O)N2[C@H](c3ccc(Cl)cc3)CC(=O)[C@@H]3CN(S(=O)(=O)c4ccccc4C)[C@H](c4ccc(Cl)cc4)C[C@@H]32)cc1	x	1.0	2.9	-0.5	7.6	x	x	4.9	x
CC1C(=O)C(C)(C)C(=O)OC1c1ccc([N+](=O)[O-])cc1 (stereo not given)	4.0	u	x	0.1	-2.2	2.5	5.7	3.4	0.4

A different layout for some results above.
Values run as follows: Rv3671c inh | BoNT F protease | Mtb BioA inh | FadD28 FP inh | PrPC TRFRET | GDH-TPI inh | MazEF act | Mtb FBA inh | Mtb UGM inh
- CC(C)c1ccc(/C=C2\SC(=O)N(CC(=O)NC3C=CS(=O)(=O)C3)C2=O)cc1 (stereo not given)
    -9.4 | 8.2 | -2.0 | -3.0 | -7.8 | 21.3 | 6.9 | -2.5 | 0.1
- Cc1nc(/C=[N+](\[O-])C(C)(C)/C=N/O)n(O)c1C
    -2.0 | -7.8 | -1.2 | -2.4 | -6.2 | 30.9* | 9.6 | -2.2 | -1.1

Not a hit list; any-hit rate near 4.8%.
